Bioassay records deposited in PubChem by several laboratories.
SKN-1 inh = blocks SKN-1 activity in C. elegans; 360,000 tested, 0.49% active; C. elegans VP596 Pgst-4::GFP/RFP ratio, acrylamide-induced, 24 h; AID 624304; inhibition, % at 21.8 µM;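 active = interference check ratio from 0.5 to 1.5 plus GFP to RFP signal ratio inhibition reaching or exceeding a fixed threshold, cut at about 30% in these data, passing the limit was not always enough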; also: some compounds called inactive have numbers as strong as hits
FAS-TE inh = inhibitors of human fatty acid synthase thioesterase domain; P49327; recombinant FAS-TE, OMFH fluorogenic substrate, fluorescence endpoint; inhibition, % at 15 µM; 360,000 tested, 0.67% active; AID 602261;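 active = compounds whose normalised, plate-corrected inhibition of enzyme fluorescence in the single-dose primary screen is 50% or more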;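 also: 0% = DMSO with enzyme and 100% = substrate without enzyme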
Target sequence (P49327 whole entry, looked up, the tested form may be a part): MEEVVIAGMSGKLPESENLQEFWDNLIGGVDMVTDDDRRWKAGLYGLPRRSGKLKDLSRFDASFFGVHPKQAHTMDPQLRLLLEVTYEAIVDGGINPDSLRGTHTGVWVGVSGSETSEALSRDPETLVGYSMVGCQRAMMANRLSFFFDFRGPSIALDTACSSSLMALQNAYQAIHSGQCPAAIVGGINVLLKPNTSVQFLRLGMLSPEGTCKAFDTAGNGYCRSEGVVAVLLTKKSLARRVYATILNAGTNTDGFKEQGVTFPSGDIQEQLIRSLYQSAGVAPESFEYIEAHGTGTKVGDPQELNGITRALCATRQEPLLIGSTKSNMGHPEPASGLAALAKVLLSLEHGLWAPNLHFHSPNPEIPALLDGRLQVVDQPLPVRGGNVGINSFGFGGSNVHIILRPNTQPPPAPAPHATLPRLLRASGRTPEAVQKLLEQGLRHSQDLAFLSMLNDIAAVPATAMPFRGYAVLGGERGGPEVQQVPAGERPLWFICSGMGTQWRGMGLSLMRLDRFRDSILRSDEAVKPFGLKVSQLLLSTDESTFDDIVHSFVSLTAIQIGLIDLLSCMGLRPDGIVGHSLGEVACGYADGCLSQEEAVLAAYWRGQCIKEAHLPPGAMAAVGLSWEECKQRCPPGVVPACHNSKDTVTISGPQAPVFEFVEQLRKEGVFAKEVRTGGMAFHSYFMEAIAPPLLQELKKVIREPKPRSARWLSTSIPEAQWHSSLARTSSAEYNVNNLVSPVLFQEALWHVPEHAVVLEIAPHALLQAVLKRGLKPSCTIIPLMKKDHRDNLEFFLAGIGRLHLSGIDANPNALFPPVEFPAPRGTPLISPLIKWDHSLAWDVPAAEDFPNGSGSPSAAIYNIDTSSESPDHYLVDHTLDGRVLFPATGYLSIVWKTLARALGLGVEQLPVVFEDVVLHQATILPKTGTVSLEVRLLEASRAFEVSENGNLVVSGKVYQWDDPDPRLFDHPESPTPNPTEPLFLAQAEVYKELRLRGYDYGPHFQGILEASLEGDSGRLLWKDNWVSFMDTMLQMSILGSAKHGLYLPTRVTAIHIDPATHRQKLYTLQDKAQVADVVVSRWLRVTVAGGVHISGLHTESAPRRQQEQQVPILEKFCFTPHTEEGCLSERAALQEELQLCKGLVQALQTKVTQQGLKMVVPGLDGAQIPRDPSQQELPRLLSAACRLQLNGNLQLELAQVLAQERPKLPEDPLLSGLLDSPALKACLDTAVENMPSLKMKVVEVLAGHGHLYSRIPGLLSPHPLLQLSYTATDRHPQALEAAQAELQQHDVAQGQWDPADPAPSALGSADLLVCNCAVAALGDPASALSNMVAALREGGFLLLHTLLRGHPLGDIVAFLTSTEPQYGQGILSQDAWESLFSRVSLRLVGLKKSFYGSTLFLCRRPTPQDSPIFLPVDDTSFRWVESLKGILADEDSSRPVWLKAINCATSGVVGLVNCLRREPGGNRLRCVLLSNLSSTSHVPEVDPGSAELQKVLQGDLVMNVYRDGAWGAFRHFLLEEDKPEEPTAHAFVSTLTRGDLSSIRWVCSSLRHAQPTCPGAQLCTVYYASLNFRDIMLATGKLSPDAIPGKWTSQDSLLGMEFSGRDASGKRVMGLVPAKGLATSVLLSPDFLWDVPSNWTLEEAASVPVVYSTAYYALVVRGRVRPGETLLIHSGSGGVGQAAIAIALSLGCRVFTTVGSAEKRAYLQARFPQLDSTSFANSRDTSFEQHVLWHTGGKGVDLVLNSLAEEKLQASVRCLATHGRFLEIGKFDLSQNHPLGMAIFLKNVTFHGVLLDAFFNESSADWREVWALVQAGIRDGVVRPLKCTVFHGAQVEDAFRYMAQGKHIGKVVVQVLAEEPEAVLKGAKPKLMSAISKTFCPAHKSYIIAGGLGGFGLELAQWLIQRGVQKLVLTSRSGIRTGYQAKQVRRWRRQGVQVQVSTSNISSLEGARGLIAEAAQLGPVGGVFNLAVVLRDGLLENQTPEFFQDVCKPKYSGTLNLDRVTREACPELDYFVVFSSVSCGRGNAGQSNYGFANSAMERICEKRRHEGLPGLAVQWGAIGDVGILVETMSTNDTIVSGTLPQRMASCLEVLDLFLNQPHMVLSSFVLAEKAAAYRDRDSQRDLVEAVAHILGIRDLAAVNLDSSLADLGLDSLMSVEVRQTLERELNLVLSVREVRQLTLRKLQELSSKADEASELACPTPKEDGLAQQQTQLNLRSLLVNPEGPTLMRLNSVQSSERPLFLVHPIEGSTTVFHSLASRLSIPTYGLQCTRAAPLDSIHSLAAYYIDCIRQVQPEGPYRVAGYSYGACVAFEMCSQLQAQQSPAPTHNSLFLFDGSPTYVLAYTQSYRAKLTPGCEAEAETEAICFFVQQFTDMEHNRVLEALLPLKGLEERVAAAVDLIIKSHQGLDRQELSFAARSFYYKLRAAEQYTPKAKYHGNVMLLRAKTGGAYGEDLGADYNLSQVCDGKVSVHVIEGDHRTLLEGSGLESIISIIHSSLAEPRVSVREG
eLon inh = inhibits E. coli Lon protease; AID 602123; inhibition, % at 7.94 µM; purified E. coli Lon protease, fluorescence polarization; P0A9M0; 360,000 tested, 0.42% active; in the data active = inhibition above about 13%, passing the limit was not always enough;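 also: 0% = enzyme with probe and DMSO and 100% = no enzyme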
CendR NRP1 mod = modulators of CendR peptide binding to human neuropilin-1; O14786; FAM-RPARPAR peptide binding to NRP-1, fluorescence polarization; inhibition, % at 25 µM; 360,000 tested, 0.85% active;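 active = inhibition or corrected inhibition above about 18%, plus a signal ratio from 0.5 to 1.5, limit read from the data, passing the limit was not always enough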; also: strong numbers were not always called active
MT1-MMP act inh = blocks activation of human MT1-MMP | P50281 | HT1080 RFP-PRO-GFP cells, GFP/RFP ratio fluorescence, overnight; percent of plate control window, DMSO zero | AID 651647 | 360,000 tested, 0.061% active | GFP/RFP ratio change, % at 20 µM;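 active = GFP/RFP ratio change of at least 30% with cell ATP level not reduced by more than half and red fluorescence within 50% of control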; also: strong numbers were not always called active
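Test system: HT1080 RFP-PRO-GFP cells; Benchmarks: DMSO and RFP-L50D-GFP cell wells; Timing: cells overnight before dosing, compound overnight, 37 °C, 5% CO2; Compound: one 20 µM compound dose with 1% DMSO; Read-out: GFP/RFP fluorescence ratio.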
bovine MsrA act = activates bovine MsrA enzyme | purified bovine MsrA, absorbance read-out | 360,000 tested, 0.3% active | activation, % at 10.6 µM; in the data active = activation above about 7.5%;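 also: 0% = vehicle and 100% = reference activator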
Neddylation inh = inhibitors of human cullin neddylation | P61081+Q13564 | TR-FRET cullin neddylation, biochemical | calls only at 25 µM | 360,000 tested, 0.58% active; in the data active = inhibition above about 36%
MLLE-PAM2 inh = inhibitors of microRNA-mediated deadenylation, human PABP1 MLLE binding. 360,000 tested, 0.36% active. GST-MLLE / FITC-PAM2 fluorescence polarization. P11940. inhibition, % at 20 µM; in the data active = inhibition above about 35%, passing the limit was not always enough;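 also: plate controls were DMSO wells with GST-MLLE for no effect and wells lacking GST-MLLE protein for full effect; some results filed as inactive read as strong as hits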
Rin1 Abl inh = human Rin1-Abl interaction inhibition. inhibition, % at 7.35 µM. TR-FRET Rin1/Abl binding, biochemical. P00519+Q13671. AID 588664. 360,000 tested, 0.4% active; in the data active = inhibition above about 5%, passing the limit was not always enough
Numbers without * were called inactive; i = inactive; nt = no result given; + = active, no number; & = joins results of further samples.

SMILES	SKN-1 inh	FAS-TE inh	eLon inh	CendR NRP1 mod	MT1-MMP act inh	bovine MsrA act	Neddylation inh	MLLE-PAM2 inh	Rin1 Abl inh
C/C(=N\NC(=S)NCc1ccccc1)C1CCCCC1	-2.0	20.6	-1.5	-5.7	3.5	-0.3	i	8.2	-1.7
CCCCCCCCCCCCCCCC(O)C(N)CO (centres undefined)	-1.6	-17.2	-3.8	-4.3	-1.6	-4.3	i	11.4	-3.6
Cn1ccc2cc3c(cc21)CCN3C(=O)Nc1cccnc1	12.8	-17.4	7.3	4.0	3.8	-9.9	i	-14.4	-8.3
CCCC(=O)O[C@]1(C(=O)COC(C)=O)CC[C@H]2[C@@H]3C[C@H](F)C4=CC(=O)C=C[C@]4(C)[C@@]3(F)[C@@H](O)C[C@@]21C	-8.7	6.6	7.8	-7.4	-3.5	0.2	i	-11.8	1.8
CCCCOc1cc(C(=O)OCCN(CC)CC)ccc1N	12.2&-11.9	-2.5&-0.2	1.8&-4.5	-8.7&-6.5	2.5&-0.9	-1.2&0.4	i	12.3&-5.3	-2.1&-1.1
O=C(c1ccccn1)N(Cc1cccs1)C1(C(=O)NC2CCCCC2)CCCCC1	-1.6	17.4	-19.6	3.4	-6.0	0.0	i	3.7	-2.9
COc1cc(C=O)ccc1O	-3.5	-9.0	-3.8	0.3	-0.4	-7.5	i	2.9	-1.8
CN(C)C/C=C(\c1ccc(Br)cc1)c1cccnc1	4.9	-1.4	-4.7	-8.8	-2.5	-0.6	i	-13.5	0.8
O=C(O)Cc1sc(-c2ccccc2)nc1-c1ccc(Cl)cc1	11.4	-3.3	2.5	0.8	-4.1	-5.5	i	-8.4	-0.1
CC(C)(C)NCC(O)COc1cccc2c1CC(O)C(O)C2 (centres undefined)	-2.1	-2.6	-13.9	4.9	2.7	-1.8	i	14.6	1.6
CN(C)S(=O)(=O)n1cc(/C=C(\NC(=O)c2ccccc2)C(=O)NCCCn2ccnc2)c2ccccc21	7.9	18.4	3.6	11.2	3.0	-2.6	i	15.5	-0.7
C[C@@H]1C[C@H]2[C@@H]3CCC4=CC(=O)C=C[C@]4(C)[C@@]3(Cl)[C@@H](O)C[C@]2(C)[C@@]1(OC(=O)c1ccco1)C(=O)CCl	16.7	20.6	7.6	-12.5	-30.3	-1.4	i	-2.0	0.9

Entries of single compounds as entered above. Order of screens: SKN-1 inh	FAS-TE inh	eLon inh	CendR NRP1 mod	MT1-MMP act inh	bovine MsrA act	Neddylation inh	MLLE-PAM2 inh	Rin1 Abl inh
CC(C)(C)NCC(O)COc1cccc2c1CC(O)C(O)C2 (centres undefined) as listed: -2.1	-2.6	-13.9	4.9	2.7	-1.8	i	14.6	1.6
CCCCOc1cc(C(=O)OCCN(CC)CC)ccc1N as listed: 12.2&-11.9	-2.5&-0.2	1.8&-4.5	-8.7&-6.5	2.5&-0.9	-1.2&0.4	i	12.3&-5.3	-2.1&-1.1
O=C(c1ccccn1)N(Cc1cccs1)C1(C(=O)NC2CCCCC2)CCCCC1 as listed: -1.6	17.4	-19.6	3.4	-6.0	0.0	i	3.7	-2.9
Cn1ccc2cc3c(cc21)CCN3C(=O)Nc1cccnc1 as listed: 12.8	-17.4	7.3	4.0	3.8	-9.9	i	-14.4	-8.3
CN(C)S(=O)(=O)n1cc(/C=C(\NC(=O)c2ccccc2)C(=O)NCCCn2ccnc2)c2ccccc21 as listed: 7.9	18.4	3.6	11.2	3.0	-2.6	i	15.5	-0.7

Additional results follow.
SMILES	SKN-1 inh	FAS-TE inh	eLon inh	CendR NRP1 mod	MT1-MMP act inh	bovine MsrA act	Neddylation inh	MLLE-PAM2 inh	Rin1 Abl inh
N=c1nc(N2CCCCC2)cc(N)n1O	-13.5&-7.0	-2.5&-5.5	-6.5&-5.8	-5.1&4.4	-1.6&6.2	-0.2&1.5	i	-4.1&-11.3	-1.2&1.3
CCCC1(c2ccccc2)NC(=O)N(CC(=O)N(C)Cc2c(F)cccc2Cl)C1=O (centres undefined)	16.7	3.3	-1.2	12.7	1.6	-0.7	i	-7.6	-2.0
O=C1c2c(O)ccc(O)c2C(=O)c2c(NCCNCCO)ccc(NCCNCCO)c21	19.5&-14.7	-1.2&5.2	12.3&4.7	18.9&14.7	-21.1&-20.9	-2.2&4.4	i	21.9&28.9	-33.5&-35.9
O=C(O)Cc1cn(-c2ccccc2)nc1-c1ccc(Cl)cc1	3.1	-4.6	-0.3	13.6	4.0	-1.0	i	14.1	-0.9
Cc1cc(=O)oc2cc(O)ccc12	3.9	-7.1	-5.1	-2.3	-2.6	-9.2	nt	7.5	1.8
Cc1c(C)n(Cc2ccccc2)c2ccc(C(=O)OCCN(C)C)cc12	36.2*	4.1	-2.0	-4.3	-11.3	-1.8	i	-6.1	-2.6
CCc1cccc(CC)c1NC(=O)CN(CC(=O)O)CC(=O)O	1.2	-6.0	3.9	3.8	3.0	-6.0	i	-5.1	-2.1
CCCOc1ccc(C(=O)OCCN(CC)CC)cc1N	-10.0	-2.4	-10.9	11.4	0.5	-6.9	i	17.0	-2.6
CC[C@]12CCCN3CCc4c(n(c5ccccc45)[C@](O)(C(=O)OC)C1)[C@@H]32	-2.2	-2.6	-3.8	-6.9	-1.1	-11.2	+	-17.0	-2.4
Cc1scc2c1N(C(=O)CN1CCN(C)CC1)c1ccccc1NC2=O	-5.3	-5.2	1.7	-11.4	-1.3	-2.5	i	3.8	-0.4
CC(=O)Oc1ccc2c(C)cc(=O)oc2c1	-16.4	1.7	-3.8	-13.6	-3.0	-5.1	nt	6.8	-3.4
O=C(NC1CCN(CCc2c[nH]c3ccccc23)CC1)c1ccccc1	5.2	-3.8	-1.5	2.9	-3.2	-0.3	i	-10.9	-0.9

Three structures out of the list, sorted by count of non-hydrogen atoms, falling.
SMILES	SKN-1 inh	FAS-TE inh	eLon inh	CendR NRP1 mod	MT1-MMP act inh	bovine MsrA act	Neddylation inh	MLLE-PAM2 inh	Rin1 Abl inh
Cc1scc2c1N(C(=O)CN1CCN(C)CC1)c1ccccc1NC2=O	-5.3	-5.2	1.7	-11.4	-1.3	-2.5	i	3.8	-0.4
CCc1cccc(CC)c1NC(=O)CN(CC(=O)O)CC(=O)O	1.2	-6.0	3.9	3.8	3.0	-6.0	i	-5.1	-2.1
CC(=O)Oc1ccc2c(C)cc(=O)oc2c1	-16.4	1.7	-3.8	-13.6	-3.0	-5.1	nt	6.8	-3.4

(continued)
SMILES	SKN-1 inh	FAS-TE inh	eLon inh	CendR NRP1 mod	MT1-MMP act inh	bovine MsrA act	Neddylation inh	MLLE-PAM2 inh	Rin1 Abl inh
O=C(Nc1cc(-c2ccccc2)nn1-c1ccccc1F)c1ccc([N+](=O)[O-])cc1	17.3	23.8	-7.0	-4.6	-1.8	-0.7	i	-2.1	2.6
C[C@H](CCC(=O)O)[C@H]1CC[C@H]2[C@@H]3[C@H](O)C[C@@H]4C[C@H](O)CC[C@]4(C)[C@H]3CC[C@]12C	-9.3	-3.2	-7.1	-3.1	6.3	-11.5	i	-6.1	-0.1
CCCCN(CCCC)CCCOC(=O)c1ccc(N)cc1	-5.9	nt	-2.4	-3.4	4.5	0.2	i	7.5	0.2
CC(C)NNC(=O)c1ccncc1	-5.0	-0.9	-0.6	-11.4	-1.7	-2.7	i	9.4	-0.9
CC1O[C@@H](OCC2O[C@@H](Oc3cc(O)c4c(c3)OC(c3ccc(O)cc3)CC4=O)[C@H](O)[C@@H](O)[C@@H]2O)[C@H](O)[C@H](O)[C@H]1O (some centres undefined)	7.4	-2.9	0.0	-1.4	1.0	-2.7	i	0.2	2.1
COc1cc(N)c(Cl)cc1C(=O)N[C@H]1CCN(CCCOc2ccc(F)cc2)C[C@H]1OC	3.0	nt	8.5	5.1	-0.2	1.3	i	-4.9	-1.2
Nc1c2ccccc2nc2ccccc12	6.8&-5.0	-5.5&-4.0	-0.7&-5.2	1.0&6.8	4.3&-0.2	-3.3&-2.1	nt	-9.8&-1.0	-9.3&-7.4
CN(C)CC/C=C1/c2ccccc2COc2ccc(CC(=O)O)cc21	-6.2	-7.5	-4.6	-4.7	-2.4	-11.1	i	2.4	-0.1
COc1cc(C2Oc3cc(C4Oc5cc(O)cc(O)c5C(=O)C4O)ccc3OC2CO)ccc1O (centres undefined)	-1.8	-2.2	-2.2	-10.8	-7.5	-5.3	i	-5.1	0.2
O=C(O)c1cc(=O)c2ccccc2o1	-9.8	-4.2	-5.9	8.3	0.1	0.4	i	15.0	1.9
O=C1NC(=S)S/C1=C\C=C\c1ccc([N+](=O)[O-])o1	10.8	16.2	-4.3	-48.7	0.5	-8.0	i	3.2	0.4
CCc1ccccc1OC[C@@H](O)CN[C@H]1CCCc2ccccc21	-4.6	-0.5	-2.5	-4.9	-1.8	-8.2	i	-0.3	-4.0
CCCCCCCCCCCCCCC[C@@H](O)[C@@H](N)CO	7.7	-35.7	-9.4	8.4	-3.4	2.3	i	0.3	4.4
C=C[C@H]1CN2CCC1C[C@H]2[C@H](O)c1ccnc2ccc(OC)cc12 (some centres undefined)	-0.4	0.7	-8.5	12.9	2.3	1.2	i	2.7	-4.8
CC(Cc1cccc(C(F)(F)F)c1)NCCOC(=O)c1ccccc1 (centres undefined)	-8.8&6.5	5.8&10.4	-0.5&10.3	-8.4&2.1	0.3&1.2	0.0&1.7	i	-19.5&12.4	-2.8&0.8
CC(=O)OCC(=O)[C@@]1(O)CC[C@H]2[C@@H]3CCC4=CC(=O)C=C[C@]4(C)[C@@]3(F)[C@@H](O)C[C@@]21C	1.4	-2.7	-2.9	-11.2	-0.3	-0.9	i	4.4	1.1
CN[C@@H]1[C@H](O)[C@H](NC)[C@H]2O[C@@]3(O)C(=O)C[C@@H](C)O[C@H]3O[C@@H]2[C@H]1O	14.1	-2.5	4.1	2.2	-1.0	-0.5	i	3.9	-0.1
CCC(C(=O)Nc1ccccc1N1CCCC1)c1ccccc1 (centres undefined)	8.2	10.2	-4.1	3.5	-2.4	-1.0	i	5.2	2.3
O=[N+]([O-])c1cncn1CCN1CCOCC1	12.9	-1.3	2.1	4.6	1.4	-2.5	i	3.0	-0.2
CCCC(=O)O[C@]1(C(=O)CCl)[C@@H](C)C[C@H]2[C@@H]3CCC4=CC(=O)C=C[C@]4(C)[C@@]3(F)C(=O)C[C@@]21C	10.0	26.0	-4.0	-5.0	-8.6	1.5	i	7.2	0.3
COc1ccc(C(=O)c2ccccc2)c(O)c1	-8.3	11.0	-2.6	2.7	-0.6	-1.5	i	12.0	-3.0
CCN(CCCCOC(=O)c1ccc(OC)c(OC)c1)C(C)Cc1ccc(OC)cc1 (centres undefined)	-18.0	-4.4	-2.7	-0.7	-2.6	-5.9	i	10.0	1.7
CC1(C)O[C@@H]2C[C@H]3[C@@H]4C[C@H](F)C5=CC(=O)C=C[C@]5(C)[C@@]4(F)[C@@H](O)C[C@]3(C)[C@]2(C(=O)CO)O1	-8.4	-7.5	-7.4	-9.6	-3.3	-11.8	i	-0.7	1.4
Cc1nc2c3ccccc3nc(NNC(=O)CCC(=O)N3CCN(c4ccccc4F)CC3)n2n1	6.8	0.0	-2.1	6.0	-3.9	-1.4	i	-2.1	-3.2
C=C[C@H]1CN2CC[C@H]1C[C@H]2[C@H](O)c1ccnc2ccc(OC)cc12	11.8&-18.9	0.6&-4.6	-4.7&-0.6	-7.3&18.4	-0.3&3.3	-0.9&-6.0	i	15.8&1.4	-3.5&-1.9
CC(C)(C)NCC(O)COc1cccc2c1C[C@H](O)[C@H](O)C2 (some centres undefined)	-0.4	0.3	-15.2	1.9	-1.0	-1.7	i	-5.3	0.9
COC(=O)N/N=C/c1c[n+]([O-])c2ccccc2[n+]1[O-]	-12.9	-10.6	29.1	11.4	-4.8	-13.8	i	41.1*	-1.4

This is a subset, so the mix of outcomes need not match the whole.
